TNAP activation fold: human TNAP enzyme activators, primary screen, biochemical, luminescent, no phosphate acceptor, uHTS (AID 1001) | purified TNAP, luminescent activation assay, no phosphate acceptor; higher activation fold means a stronger effect | activation fold at 20 µM; hits with a dose series show EC50 in µM | 200,000 compounds, 0.03% hits | Alkaline phosphatase, tissue-nonspecific isozyme (Homo sapiens); in the data active means activation fold from about 3, or a potency from the dose series; inactive means the rest, 99 in 100 with activation fold below about 1.6; further: many of its hits are not listed in these tables
KOR beta-arrestin-1: KOR antagonists, beta-arrestin recruitment, cell-based, luminescence, uHTS (AID 1778); KOR beta-arrestin recruitment, luminescence, antagonist mode; higher % means a stronger effect; one-dose inhibition, % at 10 µM; IC50 in µM for titrated hits; 290,000 compounds, 0.091% hits; further: strong numbers were not always called active
CSM14.1 death rescue: rescue of cells from ER stress-induced death, primary screen, 384-well, CSM14.1, thapsigargin, ATP luminescence (AID 1222); one-dose cellular ATP content (survival), % at 20 µM; EC50 in µM for titrated hits; 190,000 tested, under 10 active; CSM14.1 thapsigargin-induced death rescue, ATP luminescence; higher % means a stronger effect;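 active means EC50 below 50 µM in the dose-response confirmation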;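 further: death triggered by thapsigargin at about 15 µM added after 2 h compound pretreatment; cell ATP read after overnight thapsigargin exposure of roughly 18 to 22 hours; normalized against plate controls of thapsigargin alone and 5% DMSO vehicle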
GPR55 beta-arrestin: GPR55 agonists via beta-arrestin recruitment, primary screen, imaging, U2OS cells, beta-arrestin-GFP redistribution (AID 1961); G-protein coupled receptor 55 (Homo sapiens); U2OS GPR55 beta-arrestin-GFP redistribution imaging; higher % means a stronger effect; activation, % at 10 µM; hits with a dose series show EC50 in µM; 290,000 compounds, 0.048% hits;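 active means activation above 40% with more than 50 cells counted in the well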;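 further: U2OS osteosarcoma cells stably expressing GPR55 and beta-arrestin-GFP; plate controls were DMSO negative control for no effect and LPI positive control for full effect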
KOR beta-arrestin-2: KOR agonists, beta-arrestin recruitment, primary screen, cell-based, luminescence, uHTS (AID 1777) | activation, % at 10 µM; hits with a dose series show EC50 in µM | 280,000 compounds, 0.02% hits | Kappa-type opioid receptor (Homo sapiens) | KOR beta-arrestin recruitment, luminescence; higher % means a stronger effect; in the data active means activation above about 50%, passing the limit was not always enough; further: a part of the inactive calls stands beside numbers as strong as those of hits
Yfh1-depleted yeast: enhancers of respiration in Yfh1-depleted yeast, dose response, Friedreich's ataxia, plus single-dose screen (AID 1465). S. cerevisiae Yfh1-off respiration, WST-1 reduction, 72 h; higher fold induction means a stronger effect. fold induction at 50 µM, or EC50 in µM where a hit was titrated. 220,000 compounds, 0.074% hits;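 active means fold induction of absorbance versus untreated yeast above a set limit, then at least 30% activation at any dose in follow-up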;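 further: activators that raise dye reduction in frataxin-depleted yeast; strong numbers were not always called active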
NTR1 ag: agonists of NTR1, primary screen, imaging, U2OS cells, beta-arrestin-GFP, high content (AID 493036) | Neurotensin receptor type 1 (Homo sapiens), P30989 | NTR1-U2OS beta-arrestin-GFP spot imaging, agonist mode | activation, % at 20 µM | 330,000 compounds, 0.17% hits;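 active means activation at or above 40% of the spot to cytoplasm intensity ratio, with at least 20 cells analyzed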;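 further: 0% = DMSO without peptide and 100% = 100 nM NTR1 peptide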
Target sequence (P30989 whole entry, looked up): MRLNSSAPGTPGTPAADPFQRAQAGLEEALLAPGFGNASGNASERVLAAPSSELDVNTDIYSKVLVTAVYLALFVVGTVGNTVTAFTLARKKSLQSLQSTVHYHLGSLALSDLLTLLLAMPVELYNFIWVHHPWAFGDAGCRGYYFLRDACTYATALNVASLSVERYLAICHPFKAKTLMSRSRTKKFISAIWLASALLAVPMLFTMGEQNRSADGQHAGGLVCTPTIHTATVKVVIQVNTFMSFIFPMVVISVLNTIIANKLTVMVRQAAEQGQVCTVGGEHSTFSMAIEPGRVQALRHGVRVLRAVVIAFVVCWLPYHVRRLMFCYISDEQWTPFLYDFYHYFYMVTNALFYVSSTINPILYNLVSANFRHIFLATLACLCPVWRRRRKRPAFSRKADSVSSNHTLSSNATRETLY
NOD1 NF-kB reporter: NOD1 signaling inhibitors, primary screen, cell-based, luminescence, uHTS (AID 1578); one-dose inhibition, % at 4 µM; EC50 in µM for titrated hits; 290,000 compounds, 1% hits; NOD1-driven NF-kB luciferase reporter cells, luminescence; higher % means a stronger effect; in the data active means inhibition mostly above about 36%, no sharp cut-off; inactive means mostly below about 34%;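 further: HEK-293T reporter cells stimulated with the NOD1 agonist gamma-tri-DAP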
NOD2 inhibition: NOD2 signaling inhibitors, cell-based, luminescence, uHTS, HEK293 (AID 1566). one-dose inhibition, % at 4 µM; EC50 in µM for titrated hits. 290,000 compounds, 0.63% hits. HEK293 NOD2/NF-kB luciferase reporter, luminescence; higher % means a stronger effect; further: many of its hits are not listed in these tables
NTR1 ag cell count 20 µM: recorded beside NTR1 ag, whose call it bears; cell count; measured here: cell count, cytotoxicity flag
* hit, by the source's call; i = inactive; . = no result given; [ ] = dose if it differs, or a comment. Unless noted, no stated cut-off is given here; in the data, active means inhibition above about 50%; inactive means the rest.

SMILES	TNAP activation fold	KOR beta-arrestin-1	CSM14.1 death rescue	GPR55 beta-arrestin	KOR beta-arrestin-2	Yfh1-depleted yeast	NTR1 ag	NTR1 ag cell count 20 µM	NOD1 NF-kB reporter	NOD2 inhibition
Cn1c(CNc2ccc(Cl)cc2)nnc1SCc1ccccc1	1.1	25.4%	1.5%	-0.2%	-5.2%	i	-0.7	88	-16.6%	6.0%
Cc1ccc(NC(=S)NCC(C)C)cc1	1.1	25.7%	-2.6%	-0.3%	5.1%	i	-0.1	34	-21.0%	-10.2%
COc1ccc(Cl)cc1C(=O)O/N=C(\N)c1ccc(Cl)cc1	1.1	8.9%	-2.4%	0.1%	-1.1%	i	12.2	47	-28.0%	-18.1%
COc1ccc(CCNC(=O)C(=O)NCc2ccccc2C)cc1OC	1.1	-9.6%[20 µM]	2.0%	0.2%	-1.5%	i	-0.6	52	-23.7%	9.6%
CSCCC(NC(=O)C1CCC(C)CC1)C(=O)OCC(=O)c1ccc(Cl)cc1 (stereo not drawn)	1.1	23.2%	-3.2%	-0.4%	0.7%	i	5.3	71	-34.6%	-1.7%
CN1CCC(N(C)C(=O)/C(C#N)=C/c2ccc(OC(F)F)cc2)CC1	.	21.9%	.	-0.1%	1.3%	i	.	.	-11.4%	17.1%
Cn1cc(Br)c(-c2cccc(NC(=O)CCCC(=O)O)c2)n1	.	-8.7%	.	-0.2%	2.0%	i	-0.7	52	2.2%	1.8%
COc1ccccc1C(=O)NCCc1nc2ccccc2n1C	1.1	-38.3%	3.5%	-0.3%	2.8%	i	-0.2	92	-20.6%	-11.1%
O=C(c1ccc(Cl)cc1)c1ccc(CN2C(=O)c3ccccc3C2=O)o1	1.1	41.5%	-0.5%	-0.1%	-1.9%	i	0.0	90	2.4%	20.1%
CC(=O)N(C)c1nc(-c2ccc(Cl)cc2)cs1	1.1	-32.4%	-0.5%	-0.2%	5.0%	i	1.3	49	-39.5%	-82.0%
O=C(/C=C/c1ccccc1)c1ccc2c(c1)OCO2	.	3.1%	.	2.0%	-2.3%	i	6.8	53	-4.6%	-29.4%
CCN(CC)C(C(=O)Nc1ccc2c(c1)OCO2)c1ccccc1 (stereo not drawn)	1	11.9%	-1.1%	-0.2%	3.5%	i	0.9	37	-21.2%	3.8%

Some values from the list.
Cc1ccc(NC(=S)NCC(C)C)cc1 in NOD1 NF-kB reporter shows -21.0%
COc1ccc(Cl)cc1C(=O)O/N=C(\N)c1ccc(Cl)cc1 in KOR beta-arrestin-2 shows -1.1%
CCN(CC)C(C(=O)Nc1ccc2c(c1)OCO2)c1ccccc1 (stereo not drawn) in NTR1 ag shows 0.9
O=C(/C=C/c1ccccc1)c1ccc2c(c1)OCO2 in NOD2 inhibition shows -29.4%

Next section.
SMILES	TNAP activation fold	KOR beta-arrestin-1	CSM14.1 death rescue	GPR55 beta-arrestin	KOR beta-arrestin-2	Yfh1-depleted yeast	NTR1 ag	NTR1 ag cell count 20 µM	NOD1 NF-kB reporter	NOD2 inhibition
O=C(CCCCCCCC(=O)c1ccccc1)c1ccccc1	1.1	-11.6%[20 µM]	3.6%	0.1%	.	i	-0.4	72	-22.9%	15.7%
Cc1ccc(-c2nc3cc(Cl)ccc3o2)cc1	1	-18.4%	-1.1%	-0.2%	3.1%	i	5.3	58	-93.0%	-132.3%
CCN1C(=O)[C@H]2[C@@H](c3ccc(Cl)cc3)N3C(=O)CN(CC4CC4)C(=O)[C@@]3(C)[C@H]2C1=O	.	-22.6%[20 µM]	.	-0.2%	-1.4%	.	0.8	73	39.1%	11.5%
COCCn1c(SCC(=O)Nc2cc(C)on2)nc2ccccc21	1.2	-20.9%	0.0%	-0.3%	0.7%	i	0.0	56	-5.9%	11.0%
O=C(O)c1ccc(N2C(=O)/C(=C\c3ccccc3)N=C2c2ccccc2)cc1	.	7.3%	.	-0.1%	-0.8%	i	-1.1	61	-0.1%	9.5%
O=C(Nc1ccc(S(=O)(=O)N2CCOCC2)cc1)c1cc(S(=O)(=O)N2CCOCC2)ccc1Cl	.	-7.3%	.	0.0%	-4.6%	.	0.9	52	-30.3%	24.8%
COCCOC(=O)c1cc(C(=O)c2cc(F)ccc2O)coc1=N	1	16.4%	3.4%	-0.2%	-3.4%	i	-0.6	60	-14.8%	5.7%
O=C(CN(CC1CCCO1)C(=O)CNS(=O)(=O)c1ccc(F)cc1)NCc1ccc(F)cc1 (stereo not drawn)	.	10.0%	.	-0.2%	-0.8%	.	0.0	61	-25.3%	11.9%
O=C(O)c1ccc(/C=C/c2nc3ccccc3c(=O)[nH]2)cc1	.	40.2%	.	-0.1%	-3.9%	.	-0.8	83	9.0%	-13.9%
Cc1csc(NC(=O)CS(=O)(=O)c2ccccc2)n1	1.1	-7.1%	0.4%	0.3%	-1.3%	i	2.3	69	-14.5%	-20.8%
CCCC(c1nnnn1CCOC)N(Cc1cc2cc(C)c(C)cc2[nH]c1=O)CC1CCCO1 (stereo not drawn)	1	17.6%	-1.1%	0.0%	-2.8%	.	0.9	48	-7.4%	-0.2%
Cc1ccccc1-c1nc(CS(=O)(=O)CC(=O)NCc2ccco2)c(C)o1	.	-28.0%	.	-0.2%	3.7%	.	0.8	69	10.2%	23.5%
CC(CC(=O)Nc1nnc(C(C)(C)C)s1)c1ccccc1 (stereo not drawn)	.	4.3%	.	-0.1%	-2.6%	.	-1.3	68	-20.8%	9.4%
CCOC(=O)N1CCC(=NNc2nc(C)cc(=O)[nH]2)CC1	1.1	-4.2%	0.4%	0.7%	-1.8%	i	4.9	78	-20.9%	17.0%
C=CCc1cc(Cl)ccc1OCCN(C)C	1	-17.8%	-1.2%	0.2%	2.7%	i	1.2	60	-35.5%	-66.3%
CC1=NNC(=O)C1Cc1ccc(F)cc1 (stereo not drawn)	.	16.5%	.	-0.1%	3.0%	i	0.1	45	-0.3%	14.6%
Cc1ccc(CSc2nc(N)cc(N)n2)cc1	.	-11.1%[20 µM]	.	0.5%	-0.3%	.	0.3	61	-45.4%	-2.4%
Cc1cc(C)cc(NS(=O)(=O)c2cccs2)c1	.	21.3%	.	-0.1%	-5.8%	.	-1.3	48	11.3%	7.6%
O=C(Nc1ccccc1F)Nc1cccc2ccc(O)cc12	.	28.9%	.	-0.1%	9.2%	i	2.8	86	5.9%	-8.4%
CCOc1ccc(N=c2scc(-c3ccccc3)n2CCO)cc1	1.2	-11.5%	-0.8%	-0.1%	-0.8%	i	2.0	55	-20.2%	-21.8%
CC1(C)Cc2c(sc3c2c(=O)n(Cc2ccccc2)c2nncn32)CO1	1.1	15.1%	2.3%	0.2%	-7.9%	.	.	.	-0.7%	14.0%
Cc1cc(NC(=O)COC(=O)CCC(=O)c2ccc(F)cc2)no1	1	-42.8%	-1.1%	-0.1%	5.3%	i	-0.9	56	-34.8%	-2.8%
Cc1cc(NC(=O)C2CCCCC2)ncc1NC(=O)c1ccccn1	1.1	-44.5%[20 µM]	2.5%	0.4%	-7.4%	i	0.8	69	-32.2%	-6.9%
COc1cc(CC(=O)OCC(=O)Nc2ccc3c(c2)OCO3)cc(OC)c1OC	1.1	-23.4%	-1.2%	0.2%	3.2%	i	-0.7	61	-26.3%	-11.7%

Reformatted with values under each structure: entries from further up.
Values run as follows: TNAP activation fold	KOR beta-arrestin-1	CSM14.1 death rescue	GPR55 beta-arrestin	KOR beta-arrestin-2	Yfh1-depleted yeast	NTR1 ag	NTR1 ag cell count 20 µM	NOD1 NF-kB reporter	NOD2 inhibition
Cc1cc(C)cc(NS(=O)(=O)c2cccs2)c1
→ .	21.3%	.	-0.1%	-5.8%	.	-1.3	48	11.3%	7.6%
O=C(Nc1ccccc1F)Nc1cccc2ccc(O)cc12
→ .	28.9%	.	-0.1%	9.2%	i	2.8	86	5.9%	-8.4%
CCOc1ccc(N=c2scc(-c3ccccc3)n2CCO)cc1
→ 1.2	-11.5%	-0.8%	-0.1%	-0.8%	i	2.0	55	-20.2%	-21.8%
CC1(C)Cc2c(sc3c2c(=O)n(Cc2ccccc2)c2nncn32)CO1
→ 1.1	15.1%	2.3%	0.2%	-7.9%	.	.	.	-0.7%	14.0%
Cc1cc(NC(=O)COC(=O)CCC(=O)c2ccc(F)cc2)no1
→ 1	-42.8%	-1.1%	-0.1%	5.3%	i	-0.9	56	-34.8%	-2.8%

Remaining list, next part
SMILES	TNAP activation fold	KOR beta-arrestin-1	CSM14.1 death rescue	GPR55 beta-arrestin	KOR beta-arrestin-2	Yfh1-depleted yeast	NTR1 ag	NTR1 ag cell count 20 µM	NOD1 NF-kB reporter	NOD2 inhibition
O=S(=O)(c1ccc(Br)cc1)n1ccc2ccccc21	1	-15.1%	-1.2%	-0.1%	1.6%	i	-1.0	74	1.5%	0.3%
CCc1c(C2(O)CCCCC2)[nH]c2cc(C(F)(F)F)ccc12	.	-5.4%[20 µM]	.	0.4%	3.1%	.	16.4	66	-8.1%	26.7%
CCn1cc(C(=O)NCCc2ccc(OC)cc2)c(=O)c2ccc(C)nc21	.	0.5%	.	-0.2%	-5.4%	.	5.8	43	-17.3%	15.9%
Cc1cc(=O)oc2cc(OCC(=O)Nc3cccc(S(=O)(=O)N(C)C)c3)ccc12	1	14.9%	-0.8%	0.2%	-2.9%	i	1.7	42	-12.5%	-5.8%
Cn1/c(=N/NC(=O)c2cccc(OC(F)F)c2)sc2ccccc21	1.8	.	-2.7%	0.2%	3.0%	i	-1.0	73	-26.7%	-9.6%
CCSc1ncnc2c1sc1nc3c(cc12)COC(C)(C)C3	0.8	19.2%	-0.5%	0.0%	-2.2%	i	6.8	80	-44.8%	-69.5%
CN1CCN(c2ccc([N+](=O)[O-])c(-n3nc(-c4ccccc4)c4ccccc4c3=O)c2)CC1	0.9	17.9%	-1.3%	-0.2%	-0.2%	i	15.6	84	3.5%	15.4%
COc1ccc(S(=O)(=O)NCCc2ccccc2)c2cccnc12	.	-20.1%	.	-0.1%	0.4%	.	0.9	86	4.5%	4.9%
CN(C)S(=O)(=O)Nc1cccc(NC(=O)CC23CC4CC(CC(C4)C2)C3)c1	.	-16.2%	.	-0.1%	-3.6%	.	1.9	72	6.5%	-10.0%
Cc1ccc(C(=O)CSc2nc3ccccc3c(=O)n2N)o1	1.6	-49.5%	-2.3%	-0.2%	2.0%	i	-0.6	79	-33.0%	-62.2%
CCCCNC(=O)Cn1cnc2sc(C(=O)OCC)c(C)c2c1=O	1.1	-11.1%	-0.4%	0.6%	0.8%	i	-3.3	91	-21.6%	-17.2%
COc1cccc(OC)c1NC(=O)Cn1nc(-c2ccc3c(c2)OCCO3)ccc1=O	.	-22.3%	.	-0.3%	-3.8%	.	0.1	42	-8.4%	-3.7%
CN(C)C(=O)c1ccc(Nc2nnc(-c3ccc(O)cc3)c3ccccc23)cc1	.	2.3%	.	-0.3%	-4.1%	.	0.5	80	-4.5%	35.1%
CC1CC1C(=O)OCC(=O)Nc1ccc(N=Nc2ccccc2)cc1 (stereo not drawn)	1	1.3%	-0.5%	0.4%	-3.8%	i	2.9	69	-31.1%	-64.6%

An excerpt; count on the stated rates, not on these rows.
